CendR NRP1 mod: modulators of CendR peptide binding to NRP-1, primary screen, biochemical, fluorescence polarization, uHTS; 0.85% of 360,000 active; inhibition, % at 25 µM; Neuropilin-1 (Homo sapiens), O14786; FAM-RPARPAR peptide binding to NRP-1; AID 602438, 2012;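 active means inhibition or corrected inhibition above about 18%, plus a signal ratio from 0.5 to 1.5, limit read from the data, passing the limit was not always enough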; further: strong numbers were not always called active
MT1-MMP act inh: blockers of MT1-MMP proenzyme processing, primary screen, HT1080 RFP-PRO-GFP cells, GFP/RFP fluorescence; GFP/RFP ratio fluorescence, overnight; percent of plate control window, DMSO zero; GFP/RFP ratio change, % at 20 µM; 0.061% of 360,000 active;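 active means GFP/RFP ratio change of at least 30% with cell ATP level not reduced by more than half and red fluorescence within 50% of control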; further: strong numbers were not always called active
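Assay system: HT1080 cells carrying an RFP-PRO-GFP reporter | Dosing: Single dose of 20 µM compound, 1% DMSO final | Incubation: Cells overnight before dosing, compound overnight, 37 °C, 5% CO2 | Evaluation: GFP/RFP fluorescence ratio | Control set: DMSO and RFP-L50D-GFP cell wells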
SKN-1 block: suppressors of acrylamide-induced Pgst-4::GFP reporter in worms, primary screen, SKN-1 inhibitor project, whole organism, uHTS, GFP/RFP fluorescence ratio, strain VP596; 0.49% of 360,000 active; inhibition, % at 21.8 µM; AID 624304, 2012; C. elegans VP596 Pgst-4::GFP/RFP ratio, 24 h;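 active means interference check ratio from 0.5 to 1.5 plus GFP to RFP signal ratio inhibition reaching or exceeding a fixed threshold, cut at about 30% in these data, passing the limit was not always enough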; further: some compounds called inactive have numbers as strong as hits
Scp-1 inhibitor: Scp-1 phosphatase inhibitors, primary screen, biochemical, colorimetric, uHTS. 0.88% of 340,000 active. inhibition, % at 20 µM. Recombinant Scp1, phosphopeptide, malachite green phosphate absorbance. Carboxy-terminal domain RNA polymerase II polypeptide A small phosphatase 1 (Homo …;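 active means inhibition above about 50% at 20 µM, limit read from the data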;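 further: plate controls were DMSO wells with enzyme for no effect and wells lacking enzyme for full effect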
Target sequence (Q9GZU7 76-261 limits assumed): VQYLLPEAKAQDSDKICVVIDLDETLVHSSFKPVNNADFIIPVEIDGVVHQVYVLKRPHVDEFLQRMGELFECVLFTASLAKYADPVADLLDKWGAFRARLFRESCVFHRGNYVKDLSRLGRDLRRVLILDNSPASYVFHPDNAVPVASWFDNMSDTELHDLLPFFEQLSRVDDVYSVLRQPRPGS
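Incubation: 45 min enzyme reaction at room temperature / System: truncated SCP-1 phosphatase (76-261aa) / Reagent: Phospho 17-mer peptide substrate / Buffer or medium: Acidic Tris acetate buffer with magnesium and detergent / Signal: absorbance at 630 nm / Doses: one concentration, 20 µM, with 1.0% DMSO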
LMPTP block: LMPTP phosphatase inhibitors, primary screen, biochemical, fluorescence intensity, uHTS; recombinant LMPTP-A, OMFP fluorogenic substrate; Low molecular weight phosphotyrosine protein phosphatase (Homo sapiens), P24666; AID 651560, 2012; 0.22% of 360,000 active; inhibition, % at 20 µM;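 active means compounds that cut the enzyme signal by at least half of the control window in the single-dose screen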;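 further: plate controls were DMSO wells with enzyme plus substrate for no effect and substrate without enzyme for full effect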
Target sequence (P24666 whole entry, looked up): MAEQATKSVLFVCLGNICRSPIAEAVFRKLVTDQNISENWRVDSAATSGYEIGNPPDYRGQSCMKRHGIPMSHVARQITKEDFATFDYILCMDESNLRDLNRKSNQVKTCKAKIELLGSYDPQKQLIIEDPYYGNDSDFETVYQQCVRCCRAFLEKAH
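Material: LMPTP-A; amount: 0.625 nM enzyme; doses: single 20 µM dose; times: reaction 50 min, room temperature, dark; technique: fluorescence intensity of OMFP turnover product; benchmarks: no-enzyme and uninhibited controls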
DNMT1 block: human DNMT1 methyltransferase inhibitors, primary screen, biochemical, molecular beacon, fluorescence, HinP1I cleavage, uHTS; inhibition (reported as % activation of signal), % at 10 µM; 0.83% of 360,000 active; in the data active means inhibition above about 50%
STEP block: STEP phosphatase inhibitors, primary screen, biochemical, fluorescence intensity, uHTS | Tyrosine-protein phosphatase non-receptor type 5 (Homo sapiens), P54829 | recombinant STEP, OMFP fluorogenic substrate | inhibition, % at 20 µM | 0.25% of 360,000 active;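 active means inhibition at 20 µM, scaled per plate between control wells, above about 37%, limit read from the data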;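 further: 0% = DMSO with enzyme and substrate and 100% = substrate only without enzyme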
Target sequence (P54829 whole entry, looked up): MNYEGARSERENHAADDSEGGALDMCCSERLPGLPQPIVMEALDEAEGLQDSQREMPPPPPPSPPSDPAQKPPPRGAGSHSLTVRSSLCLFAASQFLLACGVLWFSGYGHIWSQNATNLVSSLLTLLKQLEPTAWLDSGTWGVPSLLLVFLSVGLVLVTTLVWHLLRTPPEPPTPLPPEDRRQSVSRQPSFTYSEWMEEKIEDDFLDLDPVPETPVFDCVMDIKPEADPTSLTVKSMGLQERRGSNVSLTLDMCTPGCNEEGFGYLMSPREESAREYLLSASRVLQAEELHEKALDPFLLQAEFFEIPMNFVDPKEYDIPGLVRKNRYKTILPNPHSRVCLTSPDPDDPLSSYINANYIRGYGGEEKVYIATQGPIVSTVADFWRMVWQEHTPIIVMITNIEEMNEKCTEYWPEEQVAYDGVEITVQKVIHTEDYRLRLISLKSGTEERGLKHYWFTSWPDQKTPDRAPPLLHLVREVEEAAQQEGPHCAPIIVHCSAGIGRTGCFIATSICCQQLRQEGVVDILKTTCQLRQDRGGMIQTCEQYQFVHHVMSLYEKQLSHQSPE
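medium = Bis-Tris buffer pH 6.0, 2.5 mM DTT, 0.005% Tween 20 | test system = STEP (striatal-enriched tyrosine phosphatase) enzyme, cell-free | measure = normalized % inhibition | compound dosing = 20 µM, 1% DMSO | also added = 25 µM OMFP | schedule = reaction 20 min, ambient temperature | measured by = fluorescence read at 480 nm ex / 540 nm em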
SUMO1 PPI mod: modulators of SUMO1 protein-protein interactions, primary screen, biochemical, uHTS | Small ubiquitin-related modifier 1 (Homo sapiens), P63165 | SUMO1 binding to a labelled peptide, TR-FRET, 1 h | inhibition, % at 20 µM | 0.33% of 360,000 active; in the data active means inhibition above about 37%
Target sequence (P63165 whole entry, looked up): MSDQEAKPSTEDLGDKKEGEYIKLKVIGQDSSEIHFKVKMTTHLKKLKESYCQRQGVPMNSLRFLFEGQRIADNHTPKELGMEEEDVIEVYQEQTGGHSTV
NadD inh: inhibitors of S. aureus NadD, primary screen, biochemical, colorimetric, uHTS. purified NadD enzyme, colorimetric absorbance read-out. inhibition, % at 20 µM. 0.78% of 360,000 active. AID 602399, 2012; in the data active means inhibition above about 26%; further: some compounds past the cut are filed as inactive
Rpn11 block: Rpn11 (PSMD14) deubiquitinase inhibitors, primary screen, biochemical, fluorescence polarization, uHTS. 26S proteasome non-ATPase regulatory subunit 14 (Homo sapiens), O00487. human 26S proteasome, Ub4-pepOG fluorescence polarization; 20S core pre-blocked with epoxomicin. calls only at 20 µM. 0.59% of 360,000 active;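 active means inhibition at 20 µM, scaled to each plate's controls, above about 33%, limit read from the data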
Active calls of the source: *; i = inactive; x = not tested or not shown.

SMILES	CendR NRP1 mod	MT1-MMP act inh	SKN-1 block	Scp-1 inhibitor	LMPTP block	DNMT1 block	STEP block	SUMO1 PPI mod	NadD inh	Rpn11 block
CN(C)CCCOC(=O)c1cc2ccccc2o1	24*	0	-4	3	-1.0	0	-1	2	-7	i
CCOc1ccccc1NC(=O)C1C2CCC3C(CCC21)C3(Cl)Cl (stereo not given)	-5	-2	-3	-1	3.1	2	2	-4	2	i
Cc1ccc(C(=O)C=CC=Cc2ccccc2)cc1	3	-2	5	x	0.5	10	1	-17	3	i
O=C(NCc1ccc(F)cc1)c1cccc(S(=O)(=O)N2CCOCC2)c1	9	-1	-1	-11	-1.2	4	-2	2	-2	i
CCCCc1nnc(NC(=O)CSc2nc(O)c(-c3ccccc3)c(=O)[nH]2)s1	-3	4	-8	6	0.4	0	4	-4	3	i
COc1ccccc1CNC(=O)C1CCCCN1S(=O)(=O)c1ccccc1 (stereo not given)	11	3	-4	-3	0.4	1	-1	2	-6	i
COCCn1c(=S)[nH]c2ncccc2c1=O	0	-1	-12	1	-0.7	-1	-1	5	1	i
Cc1ccc2c(c1)c1c(n2C)C(=O)CCC1	14	-1	23	-11	-0.3	0	-2	-13	0	i
O=C(NCCn1cccn1)c1ccc(OC2CCN(CCc3ccccc3)CC2)cc1	6	1	-3	-7	-0.6	-2	6	3	-7	i
CC1(C)Cc2c(sc(NC(=O)C(=O)N3CCOCC3)c2C(N)=O)CO1	9	2	13	13	-0.2	0	-2	-3	-4	i
COc1ccc(S(=O)(=O)Nc2cccc3ccc(O)cc23)cc1	4	-1	-19	-13	0.0	0	-4	-5	-5	i
CS(=O)(=O)c1cnc(-c2ccccc2)nc1-c1ccc(Cl)c(Cl)c1	4	2	12	-7	-0.4	13	-1	-3	-4	i
COc1cnc(-c2ccccc2)nc1Oc1ccccc1C	-7	-3	-7	-5	2.8	-4	0	4	-5	i
c1ccc(C(c2ccccc2)c2nc(-c3cccnc3)no2)cc1	-4	-5	14	0	1.2	-1	1	5	-3	i
CC(C)(C)C#CCn1c(/C=[N+](\[O-])C2CCCCC2)nc2ccccc21	6	2	13	-8	0.2	0	2	-3	5	i
CC(C)c1ccccc1NC(=O)CSc1n[nH]c(=O)n1C1CC1	-12	5	4	-5	-1.5	-2	3	3	0	i
O=C(NC1CCCCC1)C(c1cccnc1)N(C(=O)CCl)c1ccc(F)cc1 (stereo not given)	-14	0	-7	0	-0.2	10	-4	-1	-9	i
O=C(Oc1ccc(/C=N/O)cc1)c1ccccc1	16	-4	19	-9	0.1	3	-3	-5	-6	i
Cc1ccc(S(=O)(=O)C2(C(=O)Nc3ccc4c(c3)OCO4)CC2)cc1	-4	3	-12	-10	0.4	-3	-2	5	-3	i
CCc1ccc(CN2C(=O)c3ccccc3C2C(=O)NC(C)CC)cc1 (stereo not given)	5	-7	-21	1	-2.2	2	-4	-5	0	i
COCCNC(=S)NC12CC3CC(CC(C3)C1)C2	7	3	23	-2	1.2	2	1	1	5	i
O=C(Nc1cccc(O)c1)c1cc2nc(-c3ccccc3)cc(-c3ccccc3)n2n1	5	4	2	-2	0.0	0	-2	2	21	i
COc1cccc(CNc2cccc(C(F)(F)F)c2)c1O	-7	-2	-5	8	2.4	-4	-1	-1	-1	i
CC1=CC(=O)C(C(C)=Nc2ccccc2Cl)C(=O)O1 (stereo not given)	-5	3	-5	-6	-1.3	0	-1	-1	-5	i
CC(C)CN(C(=O)c1nn(C)c(=O)c2ccccc12)c1nc2ccccc2s1	0	2	8	-6	0.7	1	3	8	-7	i
COc1ccc(Cl)cc1NC(=O)CCc1nc(-c2ccccc2F)no1	46*	1	8	-10	0.9	-1	0	-1	-18	i
C=CCn1c(SCC(=O)Nc2c(C)nn(Cc3ccccc3)c2C)nnc1C(O)c1ccccc1 (stereo not given)	10	-4	-2	-4	-1.6	0	-2	1	2	i
COc1ccc(Cc2nnc(NC(C)=O)s2)cc1	4	-1	0	-4	1.4	3	1	-4	0	i
CCCCOc1ccc(C(=O)Nc2ccc(SC(F)F)cc2)cc1OC	-8	-5	2	3	-0.7	4	0	2	-7	i
O=C(Nc1ccccc1-c1nc2ccccc2s1)c1ccco1	13	-4	8	-11	1.6	-3	2	-2	7	i

Full records, looked up by structure. Order of values: CendR NRP1 mod	MT1-MMP act inh	SKN-1 block	Scp-1 inhibitor	LMPTP block	DNMT1 block	STEP block	SUMO1 PPI mod	NadD inh	Rpn11 block
Profile of `O=C(Nc1ccccc1-c1nc2ccccc2s1)c1ccco1` : 13	-4	8	-11	1.6	-3	2	-2	7	i
Profile of `COc1ccc(Cc2nnc(NC(C)=O)s2)cc1` : 4	-1	0	-4	1.4	3	1	-4	0	i
Profile of `CC(C)c1ccccc1NC(=O)CSc1n[nH]c(=O)n1C1CC1` : -12	5	4	-5	-1.5	-2	3	3	0	i
Profile of `O=C(Oc1ccc(/C=N/O)cc1)c1ccccc1` : 16	-4	19	-9	0.1	3	-3	-5	-6	i
Profile of `CC1=CC(=O)C(C(C)=Nc2ccccc2Cl)C(=O)O1` (stereo not given) : -5	3	-5	-6	-1.3	0	-1	-1	-5	i

2 entries drawn at random from the list so far:
SMILES	CendR NRP1 mod	MT1-MMP act inh	SKN-1 block	Scp-1 inhibitor	LMPTP block	DNMT1 block	STEP block	SUMO1 PPI mod	NadD inh	Rpn11 block
O=C(Nc1ccccc1-c1nc2ccccc2s1)c1ccco1	13	-4	8	-11	1.6	-3	2	-2	7	i
CCCCOc1ccc(C(=O)Nc2ccc(SC(F)F)cc2)cc1OC	-8	-5	2	3	-0.7	4	0	2	-7	i

Continued:
SMILES	CendR NRP1 mod	MT1-MMP act inh	SKN-1 block	Scp-1 inhibitor	LMPTP block	DNMT1 block	STEP block	SUMO1 PPI mod	NadD inh	Rpn11 block
O=C(Nc1nncs1)c1cc(S(=O)(=O)N2CCCCC2)ccc1Cl	-3	4	3	-2	-0.5	2	3	2	8	i
CCn1c(-c2ccco2)n[nH]c1=S	12	2	4	-10	-1.8	1	0	1	4	i
CC(C)N(Cc1nc(COc2ccccc2)no1)Cc1nccn1C	-8	-6	5	9	-1.4	-1	0	-1	0	i
CN(C)CCCNC(=S)N(Cc1cccs1)Cc1cc2cc3c(cc2[nH]c1=O)OCCO3	-27	-15	4	-5	0.9	-3	3	1	27	i
COc1cc(OC)cc(C(=O)NNC(=O)CCNC(=O)c2ccc(Br)cc2)c1	-6	0	17	-7	0.8	0	-2	-2	0	i
CCOC(=O)c1cc(C)n(S(=O)(=O)c2ccc(C)cc2)c1C	1	3	2	-18	1.3	1	4	-4	-4	i
COc1ccc(CNC(=O)CCc2ccc(S(=O)(=O)N3CCCCCC3)cc2)cc1OC	4	0	-14	-8	-0.7	1	-1	-1	-9	i
N/C(=N\OC(=O)c1ccc(Cl)cc1)c1ccc(Cl)cc1	12	8	16	-4	-0.8	4	2	-1	-4	i
CC(C(=O)c1ccc(-c2ccccc2)cc1)[n+]1cccc(NC(=O)c2ccccc2)c1 (stereo not given)	7	-1	3	5	9.5	4	0	-36	-2	i
CCOC(=O)C(CSCC(=O)c1ccc(Cl)cc1)NC(=O)OC(C)(C)C (stereo not given)	-5	10	-6	-19	-1.6	1	-3	0	-2	i
COc1ccccc1CNS(=O)(=O)c1c(C)[nH]c(C)c1C(=O)N1CCCC1	-1	0	0	-3	-2.3	1	2	-3	0	i
Cc1cccnc1NC(=O)C1CCN(S(=O)(=O)c2cccs2)CC1	9	-3	28	3	0.2	5	-11	0	2	i
O=C(CNC(=S)N(CCCN1CCOCC1)Cc1cccs1)NC1CCCCC1	-2	3	1	8	-1.3	-1	-3	1	-9	i
CCc1nc2ccccc2c2nc3ccccc3n12	2	2	14	5	1.0	2	-2	-5	5	i
CC(C)Cn1c(SCC(N)=O)nnc1-c1cccc(S(=O)(=O)N2CCOCC2)c1	-17	3	-7	-5	-0.4	0	-2	2	-7	i
O=[N+]([O-])c1ccc(OCCOc2ccccc2/C=N/n2cnnc2)cc1	0	3	7	5	-0.7	6	-2	-13	-7	i
COc1ccc(S(=O)(=O)N2CCCC2C(=O)NCc2cccs2)cc1 (stereo not given)	4	1	-7	1	-1.8	-2	-2	6	1	i
Cc1cc(OCC(=O)N2CCN(c3ccccn3)CC2)c(C)cc1Br	3	3	5	-6	1.6	-3	0	2	-1	i
CCOc1ccc(NS(=O)(=O)c2cc(C(=O)N3CCN(c4ccccc4O)CC3)ccc2Cl)cc1	-3	11	3	-7	-0.4	-3	0	5	8	i
OC(CSc1ccc(F)cc1)CN1CCN(c2ccccc2)CC1 (stereo not given)	2	0	5	-1	-1.1	0	1	0	4	i
Cc1ccc(S(=O)(=O)N2CCN(S(=O)(=O)N3CCOCC3)CC2)c(C)c1	9	8	5	6	-1.3	8	1	-3	-5	i
COc1cccc(-c2nc3nc(C)cc(C)n3c2NCc2ccccc2)c1	-11	-1	8	x	0.9	x	x	-5	4	x
CCCCOC(=O)CCc1n[nH]c(=O)[nH]c1=O	9	-8	-18	-1	0.5	4	2	-3	0	i
Cn1c(-c2cc3c(C(F)(F)F)nn(C)c3s2)n[nH]c1=S	1	4	10	0	-2.9	2	2	6	12	i
Clc1cccc(-c2nc(NCC3CCCO3)c3ccccc3n2)c1 (stereo not given)	-3	0	5	-11	31	-6	-3	9	-6	i
C#CCOCCOCCOCCNc1nc(N2CCN(C(=O)[C@H]([C@@H](C)CC)n3cc(CCCN=C(N)N)nn3)CC2)nc(N2CCN(C(=O)[C@H](CCCCN)n3cc(CC(C)O)nn3)CC2)n1 (stereo not given in full)	11	4	0	-4	1.3	4	1	-14	-5	i
CCO[C@@H]1OC(C(=O)N2CCOCC2)=C[C@H](c2coc3ccccc3c2=O)[C@H]1CCCO	-2	-2	-2	6	-0.4	2	-2	3	2	i
Cc1ccccc1N1CCN(S(=O)(=O)c2nnc(NC(=O)c3ccc(F)cc3)s2)CC1	10	6	-9	-6	-1.4	10	0	3	5	i
